Screening data: PubChem, several laboratories
OPRM1-OPRD1 inv: inverse agonists of human mu-delta opioid receptor heterodimerization. 340,000 tested, 0.21% active. P35372+P41143. inhibition, % at 9.3 µM. cell-based MOR-DOR heterodimer luminescence, inverse agonism; in the data active = inhibition above about 22%, passing the limit was not always enough;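 also: 0% = cells with DMSO and 100% = wells without cells with DMSO; values of inactives mirror those of a sister screen read the other way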
Target sequence (P35372 whole entry, looked up): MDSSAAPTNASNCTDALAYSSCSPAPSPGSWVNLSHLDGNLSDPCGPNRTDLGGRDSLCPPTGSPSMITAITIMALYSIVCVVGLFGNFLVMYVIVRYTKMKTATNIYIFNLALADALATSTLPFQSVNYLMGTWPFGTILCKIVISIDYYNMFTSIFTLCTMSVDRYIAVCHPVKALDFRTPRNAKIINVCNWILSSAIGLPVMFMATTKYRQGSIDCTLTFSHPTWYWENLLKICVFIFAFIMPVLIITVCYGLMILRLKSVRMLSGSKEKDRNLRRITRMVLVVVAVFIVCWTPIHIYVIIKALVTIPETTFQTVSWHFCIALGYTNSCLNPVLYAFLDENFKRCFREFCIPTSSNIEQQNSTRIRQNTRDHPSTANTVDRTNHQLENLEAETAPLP
Target sequence (P41143 whole entry, looked up): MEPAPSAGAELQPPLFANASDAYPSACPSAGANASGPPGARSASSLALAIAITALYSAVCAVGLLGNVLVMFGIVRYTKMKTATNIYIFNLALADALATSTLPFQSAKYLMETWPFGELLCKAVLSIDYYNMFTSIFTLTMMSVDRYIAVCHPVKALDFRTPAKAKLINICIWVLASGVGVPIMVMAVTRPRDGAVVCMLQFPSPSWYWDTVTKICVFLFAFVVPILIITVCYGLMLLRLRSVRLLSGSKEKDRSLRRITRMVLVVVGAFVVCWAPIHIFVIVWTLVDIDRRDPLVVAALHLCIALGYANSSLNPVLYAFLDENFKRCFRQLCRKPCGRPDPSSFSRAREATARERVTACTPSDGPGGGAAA
PKA-R1A act: activates the PKA-R1A holoenzyme complex; P00514+P68181; PKA-R1A dissociation, Cy5-IP20 fluorescence polarization; scaled: DMSO 0%, 113 µM cGMP 100%; activation, % at 11.4 µM; 340,000 tested, 0.083% active;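 active = percent activation above the mean of all tested compounds plus 3 SD, cut at about 19% in these data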;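 also: higher means more PKAc released from R1A so a rise in polarization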
Arr AP2 block: human beta-arrestin and AP2 interaction inhibition; 340,000 tested, 0.31% active; FITC-arrestin peptide / GST-AP2 beads, flow cytometry; AP2 beta2 appendage carries R879A mutation; inhibition, % at 10 µM;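 active = inhibition above a set limit, near 3 SD of compounds lacking own fluorescence, cut at about 54% in these data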;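 also: plate controls were DMSO wells for no effect and 5 µM unlabelled arrestin peptide for full effect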
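system = GST-tagged AP2 beta2-adaptin appendage (R879A) on 4 µm glutathione beads | reagent = FITC-labelled arrestin peptide probe, 50 nM final | schedule = compound with beads 12 min RT, then probe 1 h RT | signal = HyperCyt-sampled flow cytometry, FL1 channel, ex 488/em 535 nm | read-out = percent response from loss of bead-bound FITC fluorescence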
HTR5A ag ctr: activates human HTR5A in OPRM1-OPRD1 agonist counter-screen; P47898; HTR5A agonist assay, luminescence, cell-based; activation, % at 9.3 µM; 340,000 tested, 0.61% active; in the data active = activation mostly above about 9.5%, no sharp cut-off; inactive = mostly below about 7.6%;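 also: 0% = cells with vehicle only and 100% = reference agonist; strong numbers were not always called active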
OPRM1-OPRD1 ag: OPRM1-OPRD1 heterodimerization agonism. cells, luminescence. activation, % at 9.3 µM. 340,000 tested, 0.3% active. P35372+P41143; in the data active = activation above about 18%;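 also: 0% = vehicle-treated cells and 100% = reference agonist; values of inactives mirror those of a sister screen read the other way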
V-ATPase pH: regulators of yeast V-ATPase proton transport. S. cerevisiae, pHLuorin cytosolic pH fluorescence. response, % at 10 µM. 350,000 tested, 0.37% active; in the data active = response mostly above about 7.3%, no sharp cut-off; inactive = mostly below about 5.4%; also: actives read high; inactives centre near 0; some compounds called inactive have numbers as strong as hits; reference of the scale not given here
HTR5A inv ctr: HTR5A inverse agonism, opioid heterodimer counter-screen; AID 504634; 340,000 tested, 0.083% active; P47898; inhibition, % at 9.3 µM; HTR5A cell line, luminescence; in the data active = inhibition mostly above about 23%, no sharp cut-off; inactive = mostly below about 18%;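 also: 0% = cells with DMSO and 100% = no-cell wells with DMSO; some compounds called inactive have numbers as strong as hits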
DSG3 Ab inh: inhibitors of pemphigus antibody binding to human desmoglein-3 | P32926 | DSG3-coupled beads, scFv-anti-DSG3-GFP binding, flow cytometry; active compounds read low | binding (percent of control), % at 10 µM | AID 588358 | 310,000 tested, 0.48% active;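 active = binding more than 3 SD below its plate's average and above zero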;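 also: hits lower antibody fragment binding to DSG3; some compounds called inactive have numbers as strong as hits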
DAGLB inhibitor: blocks human DAGLB lipase activity | inhibition, % at 5.17 µM | Q8NCG7 | AID 504411 | 340,000 tested, 0.059% active | HEK293T DAGLB membrane lysate, EnzChek fluorogenic substrate; in the data active = inhibition above about 34%;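 also: 0% = enzyme with vehicle and 100% = wells lacking enzyme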
PKA-R2B act: activators of human PKA-R2B complex; PKA-R2B holoenzyme dissociation, Cy5-IP20 fluorescence polarization; R2B truncated from residue 108, S112A mutant; 0% DMSO only, 100% 113 µM cGMP; 340,000 tested, 0.079% active; activation, % at 11.4 µM; P22694+P31323;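 active = activation above a cutoff set at the mean over all compounds plus 3 SD, cut at about 18% in these data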;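 also: higher means more holoenzyme dissociation and a rise in polarization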
* = called active by the depositor; nt = not tested or not shown.

SMILES	OPRM1-OPRD1 inv	PKA-R1A act	Arr AP2 block	HTR5A ag ctr	OPRM1-OPRD1 ag	V-ATPase pH	HTR5A inv ctr	DSG3 Ab inh	DAGLB inhibitor	PKA-R2B act
Cc1ccc(NC(=O)C2CCN(S(=O)(=O)c3cccc(C(F)(F)F)c3)CC2)nc1	-2	-10	-4	-3	0.3	-1	20	106	2	-4
CC(=O)c1c(C)[nH]c(C(=O)N2CCN(c3ccccn3)CC2)c1C	7	-1	-4	0	-1.2	-1	-1	91	-2	-4
CC1CCCCN1C(=O)C1CCCN(S(=O)(=O)c2cccc3nsnc23)C1 (stereo not drawn)	16	5	5	1	-3.2	0	-1	101	2	-7
COc1ccc(NC(=O)c2ccccc2NC(=O)c2ccccc2C(=O)O)c(OC)c1	15	7	13	-2	-3.3	-2	5	113	-2	-2
CC(C)c1ccc(NC(=O)COC(=O)C2CCCCC2)cc1	-18	-7	1	2	4.6	0	3	nt	-10	-8
O=C(Nc1cccc2cccnc12)c1cccc([N+](=O)[O-])c1	8	-14	-10	-2	-1.7	4	9	102	-6	6
COC(=O)CN1C(=O)[C@@H]2[C@H](C1=O)[C@@H]1CC(C(=O)OC)=C[C@@H](C(=O)OC)[C@@H]3C1=C(C(=O)[C@@]3(C)NC(=O)c1ccccc1)[C@@H]2C	10	-2	-1	12	-1.7	6	-32	103	0	-8
O=C(N/N=C/c1cn[nH]c1-c1ccccc1)c1ccco1	9	-9	11	5	-1.7	-2	-23	105	-1	-8
Cc1c(Cl)cccc1NC(=O)CSCC(N)=O	-3	-5	8	2	0.5	0	-6	101	-2	-3
O=C(CC12CCC(CC1)C2)NCc1ccc2c(c1)OCO2	-8	3	5	2	1.6	5	27*	104	-6	-6
CCCc1nn(C)c(C(=O)Nc2cccc(C)c2)c1Cl	-17	-15	1	5	2.8	0	-14	94	-11	-1
Cc1ccc(NC(=S)N(CCC(C)C)C(C)c2ccncc2)c(Cl)c1 (stereo not drawn)	7	-5	-2	0	-1.2	-4	1	106	-2	-9
O=C(Nc1cc(S(=O)(=O)N2CCOCC2)ccc1OCC(F)(F)F)c1ccc(N2CCCC2=O)cc1	10	-4	-4	-5	-1.8	-2	5	98	5	-13
CC(C)OC(=O)Cc1nc2sc(-c3ccccc3)cc2c(=O)[nH]1	-26	5	-19	-2	4.4	1	6	95	3	1
COc1ccc(CC(=O)NNC(=O)CCc2ccccc2)cc1OC	13	-3	-22	-1	-2.7	-2	2	100	0	-4
O=C(CCC(=O)OCC(=O)c1ccc(Cl)cc1)NC1CCCCC1	16	-9	32	2	-3.1	-1	-6	104	2	4
COC(=O)C(NC(=O)CCC(=O)NC(C(=O)OC)c1ccccc1)c1ccccc1 (stereo not drawn)	1	14	20	-3	-0.2	0	8	102	1	13
COc1ccc(CNC(=O)Cn2c(=O)oc3ccccc32)cc1OC	-13	-2	-3	-3	2.2	6	9	105	6	-6
Cc1ccc2[nH]c(=O)c(C(c3nnnn3CC3CCCO3)N3CCOCC3)cc2c1 (stereo not drawn)	2	-8	24	1	-0.5	0	-4	99	0	-2
CCN(CC(=O)Nc1c(F)cccc1F)C(=O)CNC(=O)c1cccs1	12	-1	-12	0	-2.4	-2	19	103	1	0
CC(C)N1CC2(CC(c3ccccc3C(F)(F)F)=NO2)CN1C(=O)c1ccco1 (stereo not drawn)	nt	-3	nt	nt	nt	0	nt	104	-2	-4
CC(C)OC(=O)c1cccnc1N1CCN(c2ccc(F)cc2)CC1	-27	-6	0	1	5.3	0	1	102	-3	-10
CSCCC(NC(N)=O)C(=O)Nc1ccc2ccccc2c1 (stereo not drawn)	5	-8	35	4	-1.0	1	-10	98	-3	8
CCN(CC)S(=O)(=O)c1ccc(N2CCOCC2)c(NC(=O)c2ccccc2F)c1	5	-4	14	2	-0.9	-2	-11	99	-4	-5
O=C(NCCc1ccc2c(c1)OCCO2)c1cc(S(=O)(=O)N2CCCC2)ccc1Cl	2	4	2	0	-0.4	0	0	107	3	-20
Cc1cc(N2CCC(C(N)=O)CC2)nc(-c2ccccc2)n1	6	-10	5	-2	-1.4	-2	-18	114	0	-5
O=C(CSc1nnnn1-c1ccc(Cl)cc1)NNC(=O)c1ccc([N+](=O)[O-])cc1	2	-7	-3	-2	-0.4	3	5	100	-1	5
O=C(CCNC(=O)c1ccc(Br)cc1)Nc1cccc(S(=O)(=O)N2CCCCCC2)c1	16	-5	-10	4	-2.9	-3	-9	115	-5	-9
O=C(Nc1ccn(Cc2ccccc2F)n1)c1ccc(COc2ccccc2Cl)cc1	-5	-6	-3	3	0.8	3	-21	99	-3	5
CCC(C)C(CO)NCCCn1ccc(NC(=O)OCc2ccccc2)nc1=O (stereo not drawn)	nt	4	nt	nt	nt	1	nt	102	-3	-3
CCOc1ccc(OCCN2C(=O)NC3(CCCc4ccccc43)C2=O)cc1 (stereo not drawn)	5	7	1	-1	-0.8	-2	-25	90	-3	-5
Cc1cc(OCC(=O)NC(Cc2ccc(Cl)cc2)C(=O)O)c2c(C)c(C)c(=O)oc2c1 (stereo not drawn)	17	-2	2	12	-3.4	0	-12	nt	2	4
COc1ccc(C(=O)CCN2CCc3cc(OC)c(OC)cc3C2)cc1	12	-1	1	2	-2.7	0	-4	nt	2	5
CC(=O)c1ccc(NC(=O)COC(=O)c2ccccc2N=Nc2ccc(N(C)C)cc2)cc1	3	8	-11	-6	-0.5	-2	19	106	36*	-9
CCCCN(C)C(=O)c1nc2ccccn2c1CN1CCSCC1	21	1	-1	0	-4.2	-1	12	92	-1	-6
CN(C)/N=C/c1ccc(OC(=O)c2cccc([N+](=O)[O-])c2)cc1	-5	1	22	2	1.2	-7	11	nt	-2	-6
O=C(O)c1cccc(Oc2ccccc2[N+](=O)[O-])c1	-3	-3	-8	-3	0.4	3	8	114	0	-12
CSC1=C(C#N)C(c2sccc2C)CC(=O)N1 (stereo not drawn)	4	1	18	3	-0.9	-3	-8	92	-2	-4
CSCCC1C(=O)OC2(C)CC(C)(C)NC(=S)N12 (stereo not drawn)	15	-11	7	5	-2.9	5	-4	109	3	2
CC(=O)CSc1nc(-c2cccs2)c(C#N)c(=O)[nH]1	8	-10	36	-3	-1.4	1	8	105	3	3
Cc1nc2ncnn2c(C)c1CCC(=O)NCc1ccccc1	15	-19	2	4	-3.3	0	8	102	1	-12
O=C(NCCc1ccc(Cl)cc1)c1cc(=O)[nH]c2ccccc12	1	-7	13	2	-0.1	1	4	nt	-2	-15
CC(=O)Nc1cccc(OCC(=O)NC(C)c2ccc3ccccc3c2)c1 (stereo not drawn)	-16	7	-7	2	2.0	2	4	101	0	4
O=c1[nH]c2ccccc2n1CCC1CCCCC1	-43	7	27	7	8.0	3	-21	93	1	0
CC(C)c1ccc(C(C(C(=O)c2ccccc2)N2CCOCC2)N2CCOCC2)cc1 (stereo not drawn)	-1	1	26	2	0.2	4	-7	93	-3	9
Cn1c(SCC(=O)Nc2ccc(NC(=O)c3cccs3)cc2)nnc1-c1ccncc1	13	-8	15	-1	-2.4	1	8	103	2	-2
Cc1c(C(=O)Nc2ccc(OC(F)(F)F)cc2)sc2nc3n(c(=O)c12)CCC3	9	-4	14	5	-1.8	-5	-13	96	1	12
O=C(Nc1cccc2c1N(C(=O)c1ccco1)CCC2)c1ccco1	16	-11	24	2	-3.6	2	-7	119	-3	0
CN(C)c1ccc(C(=O)OCC(=O)Nc2cccc(S(=O)(=O)N3CCCC3)c2)cc1	1	-12	-1	-2	-0.3	3	4	nt	0	-7
Nc1cccc(C(=O)Nc2ccccc2Cl)c1	18	-3	-8	-8	-3.6	0	18	94	-2	2
CCOC(=O)c1cc[n+](CC(=O)c2ccc(F)cc2)cc1	2	13	5	-3	-0.4	0	19	90	0	-1
O=C(NNC(=O)c1ccccc1-n1cccc1)c1cccc(Cl)c1	11	-2	22	-2	-1.9	1	5	106	0	8
N#Cc1ccc(C(=O)Nc2cc(-c3ccccc3)nn2-c2ccccc2)cc1	6	3	26	2	-1.1	6	3	101	-5	-2
CCCCCCCCC(=O)c1c(OC)oc(C=O)cc1=O	nt	11	nt	nt	nt	-45	nt	106	11	5
Cc1cc(C)c(S(=O)(=O)c2ccccc2)c(=O)[nH]1	14	0	-12	-1	-2.7	3	3	96	0	-1
CCCCN1C(=O)C(=O)N(c2ccccc2)C1=S	-12	-4	5	2	1.9	8.8*	6	91	-12	-1
Cc1ccccc1OCCc1c(C)[nH]c(=S)[nH]c1=O	22	-1	-14	12*	-4.6	0	-3	98	-2	-6
Cc1ccc(NC(=O)CN2C(=O)NC(C)(c3ccc4c(c3)OCO4)C2=O)cc1 (stereo not drawn)	9	2	-20	-3	-1.8	-1	12	121	1	3
COc1cc(O)oc1C=Nc1ccc(C(=O)O)cc1	3	4	6	-3	-0.4	-1	8	105	0	-10
CCOc1ccc(CN(C)C(C)C(=O)NCCc2ccc(F)cc2)cc1 (stereo not drawn)	-7	2	3	2	0.9	-1	-24	94	-2	-5
(next part)
SMILES	OPRM1-OPRD1 inv	PKA-R1A act	Arr AP2 block	HTR5A ag ctr	OPRM1-OPRD1 ag	V-ATPase pH	HTR5A inv ctr	DSG3 Ab inh	DAGLB inhibitor	PKA-R2B act
N#Cc1ccc(NC(=O)Nc2cccc(C#N)c2)cc1	-3	6	11	6	0.5	-1	-20	97	0	-1
O=C(Nc1ccc2c(c1)Cc1ccccc1-2)c1ccc(Br)o1	7	-5	7	-6	-1.4	4	15	101	-8	-13
Cc1ccc(NC2=NCC(=O)N2Cc2ccc3c(c2)OCO3)c(C)c1	2	1	-6	-4	-0.3	-2	15	95	0	2
O=C(Nc1ccc(OC(F)(F)F)cc1)C1CC(c2ccc(F)cc2)=NO1 (stereo not drawn)	-25	2	7	2	5.1	-1	-4	94	-9	9
COCc1ccc(C(=O)NC2CC(C)(C)Cc3c2cnn3-c2ccc(C)cc2)o1 (stereo not drawn)	-20	-13	1	2	3.7	1	17	101	-4	-4
CC(C)c1cc(N2CCC(=O)NC2=O)cc(C(=O)O)c1O	14	-7	11	3	-2.7	-5	21	105	1	5
